# Compound activity (PubChem)
# CXCR6 inh: inhibitors of human CXCR6 receptor | 360,000 tested, 0.36% active | CHO-K1 PathHunter CXCR6 beta-arrestin, luminescence | inhibition, % at 20 µM; in the data active = inhibition above about 34%, passing the limit was not always enough;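 note: antagonist mode with CXCL16 agonist at 10 nM final; 0% = 10 nM CXCL16 with DMSO and 100% = unstimulated wells without agonist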
# CCR6 antag: blocks CCL20-driven beta-arrestin recruitment at human CCR6; AID 493098; 340,000 tested, 0.49% active; inhibition, % at 20 µM; CHO-K1 CCR6 PathHunter beta-arrestin, luminescence, CCL20-stimulated;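 active = compounds whose inhibition of the agonist-driven luminescence signal at 20 µM reaches about 50%, limit read from the data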;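 note: cells stimulated with CCL20 at 14 nM final; plate controls were DMSO with CCL20 for no effect and DMSO without agonist for full effect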
# Target sequence (P51684 whole entry, looked up): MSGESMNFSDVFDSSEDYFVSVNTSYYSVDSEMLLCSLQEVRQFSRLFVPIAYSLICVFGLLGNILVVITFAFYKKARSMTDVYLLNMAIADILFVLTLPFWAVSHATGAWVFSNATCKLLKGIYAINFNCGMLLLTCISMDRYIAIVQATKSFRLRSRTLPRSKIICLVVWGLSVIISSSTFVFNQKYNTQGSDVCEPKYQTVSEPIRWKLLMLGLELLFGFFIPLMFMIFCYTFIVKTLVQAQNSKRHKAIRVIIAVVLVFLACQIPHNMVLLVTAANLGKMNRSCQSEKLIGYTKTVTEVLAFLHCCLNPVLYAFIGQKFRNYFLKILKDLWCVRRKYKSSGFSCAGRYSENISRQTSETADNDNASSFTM
# Jurkat NFkB inh: lowers PMA/ionomycin-induced NF-kB signal in Jurkat cells | PMA/ionomycin-induced NF-kB luciferase reporter, luminescence | inhibition, % at 4 µM | 330,000 tested, 0.53% active | AID 435003; in the data active = inhibition above about 50%
# APJ antag: APJ receptor antagonism; P35414; inhibition, % at 20 µM; CHO-K1 APJ beta-arrestin complementation, luminescence; 330,000 tested, 0.32% active; AID 2521;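 active = inhibition above about 40% at 20 µM, limit read from the data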;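 note: cells challenged with 10 nM apelin-13 agonist together with compound; plate controls were apelin-13 plus DMSO wells for no effect and DMSO wells lacking apelin-13 for full effect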
# Target sequence (P35414 whole entry, looked up): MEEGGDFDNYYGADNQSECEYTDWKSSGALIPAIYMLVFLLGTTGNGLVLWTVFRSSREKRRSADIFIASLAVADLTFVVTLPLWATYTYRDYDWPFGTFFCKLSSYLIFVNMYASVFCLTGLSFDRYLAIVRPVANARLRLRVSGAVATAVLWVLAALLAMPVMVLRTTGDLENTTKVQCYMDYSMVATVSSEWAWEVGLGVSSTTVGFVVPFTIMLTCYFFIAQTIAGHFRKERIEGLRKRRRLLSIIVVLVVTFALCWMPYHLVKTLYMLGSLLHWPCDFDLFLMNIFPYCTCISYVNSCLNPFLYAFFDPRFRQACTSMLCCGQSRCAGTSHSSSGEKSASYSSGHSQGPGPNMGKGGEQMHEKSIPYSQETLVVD
# Gli-Sufu antag: antagonists of Gli-Sufu signaling. 340,000 tested, 0.74% active. inhibition, % at 5 µM. Sufu-KO-LIGHT fibroblasts, Gli luciferase reporter luminescence;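 active = inhibition above about 55%, limit read from the data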;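 note: 0% = DMSO-treated cells and 100% = wells with medium but no cells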
# 697 NFkB inh: lowers PMA/ionomycin-induced NF-kB signal in 697 B cells; 697 B-cell NF-kB luciferase reporter, 16 h; inhibition, % at 4 µM; 330,000 tested, 0.33% active; in the data active = inhibition above about 35%
# UBC13 inh: human UBC13 polyubiquitination inhibition | UBC13 polyubiquitin chain formation, TR-FRET | inhibition, % at 20 µM | 330,000 tested, 0.47% active | AID 485273; in the data active = inhibition above about 45%, passing the limit was not always enough
# Target sequence (P61088 whole entry, looked up): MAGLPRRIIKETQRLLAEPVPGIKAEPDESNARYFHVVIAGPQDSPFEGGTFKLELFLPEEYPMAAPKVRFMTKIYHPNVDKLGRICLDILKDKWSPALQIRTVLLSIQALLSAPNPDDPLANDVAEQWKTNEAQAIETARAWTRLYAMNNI
# EBI2 block: blocks human EBI2 receptor beta-arrestin signaling. 360,000 tested, 0.81% active. EBI2 beta-arrestin recruitment, luminescence, 7a,25-OHC stimulated. P32249. inhibition, % at 5 µM. AID 651636; in the data active = inhibition above about 38%;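 note: enzyme fragment complementation signal reports receptor beta-arrestin coupling in cells; 0% = agonist plus DMSO wells and 100% = wells without agonist; some results beyond the cut were filed as inactive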
# * = called active by the depositor; . = not tested or not shown.
1	Cc1occc1C(=O)N/N=C/c1c[nH]c2ccccc12
2	Cn1c(NCc2ccccc2O)nc2ccccc21
3	COc1ccc(-n2c(N)c(C(=O)NCC3CCCO3)sc2=S)cc1 (stereo unspecified)
4	C=C(C)COc1ccc(-c2nc(N)nc(C)c2Oc2ccccc2OC)c(O)c1
5	O=C(COC(=O)c1cccs1)NCC1CCCCC1
6	Cc1cccc(N(C(=O)Cn2nnc3ccccc32)C(C(=O)NCc2ccco2)c2ccncc2)c1C (stereo unspecified)
entry no.	1	2	3	4	5	6
CXCR6 inh	-13	0	8	6	-9	-4
CCR6 antag	1	-5	-15	-9	10	-14
Jurkat NFkB inh	-48	-63	5	-1	-3	7
APJ antag	-2	-12	-9	10	-8	8
Gli-Sufu antag	-30	-58	1	2	-2	-6
697 NFkB inh	-24	-78	13	11	-16	11
UBC13 inh	-14	11	-9	14	-2	9
EBI2 block	7	-3	1	12	-11	-1

7	Cc1cccn2c(=O)c3cc(C(=O)NCC(C)C)sc3nc12
8	O=C(CSc1n[nH]c(-c2ccccn2)n1)Nc1cccc(Cl)c1
9	CCC1C(C#N)=C(N)OC2=C1C(=O)CC(C)(C)C2 (stereo unspecified)
10	NS(=O)(=O)c1ccc(CNC(=S)NC(=O)c2ccco2)cc1
11	CCOC(=O)[C@H]1[C@H]2COc3ccc(C)cc3[C@@H]2N2C(=O)[C@@H](C)NC(=O)[C@@]12C
12	C/C(=N/NS(=O)(=O)c1cc(C)ccc1C)c1c[nH]c2ccccc12
entry no.	7	8	9	10	11	12
CXCR6 inh	0	2	0	3	-8	-13
CCR6 antag	0	23	-8	-10	-1	-6
Jurkat NFkB inh	-4	-1	-5	5	-2	10
APJ antag	21	20	-6	1	2	-23
Gli-Sufu antag	-3	-3	-10	10	-3	10
697 NFkB inh	4	9	16	27	1	-1
UBC13 inh	9	-21	6	-6	6	0
EBI2 block	11	2	-2	-3	-8	-3

13	CN1CCN(C(=O)c2ccccc2NC(=O)c2cccc(Cl)c2)CC1
14	O=C(O)c1ccccc1OCc1nc2ccccc2s1
15	O=C(Nc1ccccc1)c1ccsc1
16	COc1ccc(C(=O)OCc2cc3cccc(C)c3[nH]c2=O)cc1
17	O=S(=O)(NCCc1cn2ccccc2n1)c1ccc(F)c(C(F)(F)F)c1
18	Oc1cccc(Nc2c3ccccc3nc3ccccc23)c1
entry no.	13	14	15	16	17	18
CXCR6 inh	-2	1	-3	7	1	24
CCR6 antag	6	18	-3	14	-1	31
Jurkat NFkB inh	-5	-105	-2	5	5	5
APJ antag	13	-10	3	-3	5	7
Gli-Sufu antag	14	-30	-4	5	1	13
697 NFkB inh	18	-119	25	17	-8	-33
UBC13 inh	7	6	-6	-2	3	-63
EBI2 block	-14	1	-6	0	-6	-1

19	O=c1[nH]c(SCc2ccccc2Cl)nc2c1CCC2
20	Cc1cc(NC(=O)CCC(=O)N(c2ccccc2)C(C(=O)NC2CCCCC2)c2cccs2)no1 (stereo unspecified)
21	CC(=O)N1CCSc2ccc(S(=O)(=O)NCCc3cccc(C)c3)cc21
22	O=[N+]([O-])c1ccc(Nc2nc(N3CCOCC3)nc(N3CCOCC3)n2)cc1
23	C=CCSC1=C(C#N)C(c2cc(Br)c(O)c(OC)c2)CC(=O)N1 (stereo unspecified)
24	Cc1ccc2c(c1)Sc1c(ccc3ccccc13)N2
entry no.	19	20	21	22	23	24
CXCR6 inh	-6	12	3	-1	9	-58
CCR6 antag	9	-15	9	-10	10	-6
Jurkat NFkB inh	-2	-11	1	-7	9	-171
APJ antag	10	-3	15	3	13	-76
Gli-Sufu antag	4	-4	-13	4	4	-92
697 NFkB inh	10	4	9	11	3	-219
UBC13 inh	4	-9	3	0	2	18
EBI2 block	-6	-1	6	-12	-9	-18

25	CCN(CC)S(=O)(=O)c1cc([N+](=O)[O-])ccc1NNC(=O)Nc1ccc(F)cc1
26	CCCCN(C(=O)c1nn(C)c(=O)c2ccccc12)c1c(N)n(CCC)c(=O)[nH]c1=O
27	Cc1ccc(C2(C(F)(F)F)NC(=O)N3N=C4CCCCCN4C3=C2C#N)cc1 (stereo unspecified)
28	COC(=O)c1cc(S(=O)(=O)NCCCN2CCCC2=O)cn1C
29	Cc1cc(C)c(C#N)c(Nc2cccc(Br)c2)n1
30	CCN(c1ccccc1)S(=O)(=O)c1ccc(OC)c(NC(=O)Cc2ccc(OC)c(OC)c2)c1
entry no.	25	26	27	28	29	30
CXCR6 inh	8	-10	-6	-3	-1	10
CCR6 antag	44	6	-8	-11	8	10
Jurkat NFkB inh	2	1	-16	10	1	-13
APJ antag	16	2	-17	0	9	-15
Gli-Sufu antag	-2	-7	4	0	2	9
697 NFkB inh	7	16	12	-1	12	-42
UBC13 inh	-15	7	-6	-4	5	2
EBI2 block	-2	-5	-8	-8	4	1

31	CN1C(=O)c2ccccc2N(C)C1c1ccc2c(c1)OCO2 (stereo unspecified)
32	O=C(Nc1cccc(S(=O)(=O)Nc2ccccc2F)c1)c1ccc2ccccc2n1
33	CC(=O)NC(Cc1cccc(C)c1)C(=O)NC1CCN(C(=O)NCc2ccccc2)CC1 (stereo unspecified)
34	COc1cccc(/C(C)=N/N=C(\C)c2cccc(OC)c2)c1
35	CC(C)NS(=O)(=O)c1ccc(NC(=O)C(C)OC(=O)CCC(=O)c2cccs2)cc1 (stereo unspecified)
36	NNC(=O)CCc1ccc(S(=O)(=O)N2CCOCC2)cc1
entry no.	31	32	33	34	35	36
CXCR6 inh	-6	3	-4	-10	-1	5
CCR6 antag	-5	-4	-8	16	1	-5
Jurkat NFkB inh	9	-5	0	-89	-10	1
APJ antag	9	9	3	-1	-29	0
Gli-Sufu antag	-1	5	7	-22	8	5
697 NFkB inh	-27	-27	4	-141	9	-15
UBC13 inh	12	-12	3	-8	-2	12
EBI2 block	-1	25	4	6	-4	-4

# Given with values under each structure: 14 of the compounds above.
# Screens in order – CXCR6 inh	CCR6 antag	Jurkat NFkB inh	APJ antag	Gli-Sufu antag	697 NFkB inh	UBC13 inh	EBI2 block
[21] CC(=O)N1CCSc2ccc(S(=O)(=O)NCCc3cccc(C)c3)cc21
  3	9	1	15	-13	9	3	6
[22] O=[N+]([O-])c1ccc(Nc2nc(N3CCOCC3)nc(N3CCOCC3)n2)cc1
  -1	-10	-7	3	4	11	0	-12
[23] C=CCSC1=C(C#N)C(c2cc(Br)c(O)c(OC)c2)CC(=O)N1 (stereo unspecified)
  9	10	9	13	4	3	2	-9
[24] Cc1ccc2c(c1)Sc1c(ccc3ccccc13)N2
  -58	-6	-171	-76	-92	-219	18	-18
[25] CCN(CC)S(=O)(=O)c1cc([N+](=O)[O-])ccc1NNC(=O)Nc1ccc(F)cc1
  8	44	2	16	-2	7	-15	-2
[26] CCCCN(C(=O)c1nn(C)c(=O)c2ccccc12)c1c(N)n(CCC)c(=O)[nH]c1=O
  -10	6	1	2	-7	16	7	-5
[27] Cc1ccc(C2(C(F)(F)F)NC(=O)N3N=C4CCCCCN4C3=C2C#N)cc1 (stereo unspecified)
  -6	-8	-16	-17	4	12	-6	-8
[28] COC(=O)c1cc(S(=O)(=O)NCCCN2CCCC2=O)cn1C
  -3	-11	10	0	0	-1	-4	-8
[29] Cc1cc(C)c(C#N)c(Nc2cccc(Br)c2)n1
  -1	8	1	9	2	12	5	4
[30] CCN(c1ccccc1)S(=O)(=O)c1ccc(OC)c(NC(=O)Cc2ccc(OC)c(OC)c2)c1
  10	10	-13	-15	9	-42	2	1
[31] CN1C(=O)c2ccccc2N(C)C1c1ccc2c(c1)OCO2 (stereo unspecified)
  -6	-5	9	9	-1	-27	12	-1
[32] O=C(Nc1cccc(S(=O)(=O)Nc2ccccc2F)c1)c1ccc2ccccc2n1
  3	-4	-5	9	5	-27	-12	25
[33] CC(=O)NC(Cc1cccc(C)c1)C(=O)NC1CCN(C(=O)NCc2ccccc2)CC1 (stereo unspecified)
  -4	-8	0	3	7	4	3	4
[34] COc1cccc(/C(C)=N/N=C(\C)c2cccc(OC)c2)c1
  -10	16	-89	-1	-22	-141	-8	6

# Continued:
37	Cc1c2cnn(CC(=O)Nc3cccc(C(F)(F)F)c3)c(=O)c2c(C)n1Cc1ccccc1F
38	CC(Oc1cccc(Br)c1)C(=O)NNC(=O)c1ccccn1 (stereo unspecified)
39	O=C(O)CC(Cc1ccc(Cl)cc1)C(=O)Nc1ccccc1 (stereo unspecified)
40	CCN(CC)S(=O)(=O)c1cc(NC(=O)COC(=O)c2ccc(NC(=O)CC#N)cc2)ccc1C
41	Cc1ccc(C(=O)N/C(=C\c2cn(-c3ccccc3)nc2-c2ccccc2)C(=O)N2CCOCC2)cc1
42	Cc1cc(C)cc(OCCNC(=O)CCc2ccccc2)c1
entry no.	37	38	39	40	41	42
CXCR6 inh	0	52*	0	0	3	2
CCR6 antag	19	48	13	17	-9	2
Jurkat NFkB inh	15	13	10	-9	7	7
APJ antag	7	15	10	10	-15	3
Gli-Sufu antag	0	-2	2	-11	-5	-5
697 NFkB inh	-2	-19	5	13	-1	4
UBC13 inh	-7	47*	-8	-21	-10	-4
EBI2 block	-5	-6	11	-5	-5	-13

43	O=C(CCn1cccc1)Nc1cccc(F)c1
44	CC(C)C(NC(=O)c1ccccc1F)C(=O)NCC(c1ccco1)N1CCCCC1 (stereo unspecified)
45	COCC(=O)Nc1ccc(C(N)=O)cc1
46	CN1c2ccsc2C(=O)/C(=C\Nc2cccc(C(F)(F)F)c2)S1(=O)=O
47	CC1=NN(c2ccccc2)C(=O)/C1=C/c1cn(C)c2ccccc12
48	C#CCCCCCCC#CCN(C)C
entry no.	43	44	45	46	47	48
CXCR6 inh	-5	20	-2	2	14	-2
CCR6 antag	9	10	2	24	35	-4
Jurkat NFkB inh	-8	-13	-5	21	4	1
APJ antag	-4	10	14	19	29	4
Gli-Sufu antag	-1	-2	-5	-1	-11	-2
697 NFkB inh	15	-3	-5	0	5	-3
UBC13 inh	8	3	-4	7	-103	6
EBI2 block	-2	0	-4	-3	2	-1

49	COc1cc(C(=O)N2CCC(NC(=O)C(Cc3ccccc3C)NC(C)=O)CC2)cc(OC)c1OC (stereo unspecified)
50	O=C(Cn1nnc2ccccc2c1=O)Nc1cc(C(F)(F)F)ccc1N1CCOCC1
51	COc1ccccc1/C=N/Nc1nc(C)cc(C)n1
52	Cc1ccc(Cl)cc1NC(=O)C1CCCN(S(=O)(=O)c2c(C)noc2C)C1 (stereo unspecified)
53	CC(=O)Nc1nc(NC(=O)/C=C/c2ccccc2)n(-c2ccccc2)n1
54	O=c1cc(O)nc2n1CCCS2
entry no.	49	50	51	52	53	54
CXCR6 inh	2	6	-3	5	33	-10
CCR6 antag	-16	-5	0	12	29	-11
Jurkat NFkB inh	-2	-12	-2	-10	-6	7
APJ antag	-8	-9	15	-13	13	0
Gli-Sufu antag	-21	7	-8	-3	-3	1
697 NFkB inh	13	-3	7	0	-5	16
UBC13 inh	0	-1	-7	3	4	-2
EBI2 block	-2	-2	-1	4	6	-4

55	CC(NC(=O)c1c(O)c2ccccc2n(C)c1=O)c1ccccc1 (stereo unspecified)
56	CC(=O)Oc1ccc2c(=O)c(Oc3ccccc3[N+](=O)[O-])coc2c1
57	CCOc1cc(CNCCc2ccccc2)ccc1OCC(=O)NC(C)(C)C
58	COc1ccc(S(=O)(=O)N(C)c2ccc(C(=O)NCCC(C)C)cc2)cc1
59	Cc1c(NS(=O)(=O)c2ccc(C(=O)N(C)Cc3cccc(Cl)c3Cl)cc2)c(=O)n(-c2ccccc2)n1C
60	Nc1ccccc1C(=O)NCc1ccc(Cl)cc1
entry no.	55	56	57	58	59	60
CXCR6 inh	-3	11	5	2	-4	0
CCR6 antag	-14	6	9	9	5	1
Jurkat NFkB inh	-28	5	0	2	.	3
APJ antag	-7	6	3	-21	.	-11
Gli-Sufu antag	-44	-7	7	-4	10	-6
697 NFkB inh	-36	-8	-11	0	.	-6
UBC13 inh	13	-4	17	-10	.	11
EBI2 block	12	-4	1	9	-5	4
